Assay outcomes: PubChem, National Center for Advancing Translational Sciences (NCATS)
S2 tox: cell viability loss in ATXN counter-screen; Potency, µM (highest dose often 56.7 µM), usual class: cytotoxic; actives 0.49% (n = 400,000); S2 cells (HEK-293 line with an ATXN2-luciferase reporter) viability, CellTiter-Fluor protease fluorescence, 24 h; also: potency is read from the fitted curve at half-maximal effect; nearly all actives have a fitted effect of over 40% in size
A549 tox: A549 cytotoxicity, counter-screen for Nrf2 inhibitors; actives 0.16% (n = 390,000); Potency, µM (doses to about 46 µM), for the others: at the top dose activity change, negative = cytotoxicity, most hits filed as inhibitors; A549 ARE-Fluc cells, CellTiter-Fluor viability, 18-24 h; also: potency is read from the fitted curve at half-maximal effect; % is scaled to controls: 0 for no effect and ±100 for the full control effect
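Cytotoxicity counterscreen: CellTiter-Fluor fluorescence was measured in A549 ARE_Fluc cells after 18-24 h of compound exposure in a concentration series. The subsequent BugLite luminescent read reports ARE-luciferase activity.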
Nrf2 inh: inhibitors of Nrf2 signaling. A549 ARE-Fluc reporter, luciferase luminescence, 18-24 h. Potency, µM (doses to about 46 µM), for inactives: at the top dose activity change, negative = inhibition, actives largely listed as inhibitors. actives 2.1% (n = 360,000); also: potency is read from the fitted curve at half-maximal effect; % is scaled to controls: 0 for no effect and ±100 for the full control effect; nearly all actives have a fitted effect of over 60% in size
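A549 ARE_Fluc cells, 5000/well, 5% FBS OPTI-MEM; compounds in dose-response, 18-24 h at 37 °C/5% CO2; CellTiter-Fluor viability read (Ex 405/Em 525), then BugLite luciferase luminescence = Nrf2 activity.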
HepG2 tox: counter-screen for TGF-b inhibitors: cytotoxicity in HepG2 cells | Potency, µM (highest dose often 46.1 µM), inactives show top-dose activity change, negative = cytotoxicity, most hits filed as cytotoxic | HepG2 CAGA-GFP viability, ATP luminescence, 18 h | actives 0.76% (n = 410,000); also: potency is read from the fitted curve at half-maximal effect; some results filed as inactive show a strong effect at the top dose
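CellTiter-Glo luminescence gave cytotoxicity after 18 hours at 37 degrees C. The cells were HepG2 CAGA-GFP in 1% FBS DMEM, stimulated with 500 pg/mL TGF-beta after compound addition. %Activity was normalised to no-cell wells (complete cell-killing) and DMSO (no toxicity), and curves were fitted and classified.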
TGFb SMAD3 inh: TGF-b pathway inhibition; Potency, µM (doses to about 46.1 µM), for inactives: top-dose activity, negative = inhibition, most hits filed as inhibitors; AID 588855; actives 1.2% (n = 410,000); HepG2 CAGA-GFP TGF-b/SMAD3 reporter, GFP fluorescence, 18 h; TGF-beta stimulated, 500 pg/mL final; also: potency is read from the fitted curve at half-maximal effect; % is scaled to controls: 0 for no effect and ±100 for the full control effect; nearly all actives have a fitted effect of over 65% in size
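Per well, imaged GFP fluorescence of HEPG2 CAGA-GFP cells gives the signal; cells get compound, then TGF-beta (500 pg/mL final), 18 h at 37 degrees C; %Activity versus -TGF-beta and +DMSO controls.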
Nrf2 ARE act: activates Nrf2 signaling; AID 624171; actives 0.31% (n = 410,000); Potency, µM (top dose mostly 46.1 µM), inactives show top-dose activation, most hits filed as activators; AREc32 ARE-luciferase reporter (MCF7-derived line), luminescence, 24 h; also: potency is read from the fitted curve at half-maximal effect; % of control where 0% means no effect; nearly all actives have a fitted effect of over 65% in size
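Luciferase luminescence (Steady-Glo, 30 min at room temperature) served as the read-out of ARE activation in AREc32 cells treated with compounds for 24 hr at 37 deg C.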
EPAC2 agonist: activates human EPAC2 exchange factor | Q8WZA2 | EPAC2 activation, biochemical qHTS; response scale: 100% = 6.5 mM cAMP response | Potency, µM (highest dose often 154 µM), without a hit: at the highest dose activation, hits mostly activators | actives 0.079% (n = 360,000) | AID 720711; also: potency is read from the fitted curve at half-maximal effect; nearly all actives have a fitted effect of over 50% in size
Target sequence (Q8WZA2 whole entry, looked up): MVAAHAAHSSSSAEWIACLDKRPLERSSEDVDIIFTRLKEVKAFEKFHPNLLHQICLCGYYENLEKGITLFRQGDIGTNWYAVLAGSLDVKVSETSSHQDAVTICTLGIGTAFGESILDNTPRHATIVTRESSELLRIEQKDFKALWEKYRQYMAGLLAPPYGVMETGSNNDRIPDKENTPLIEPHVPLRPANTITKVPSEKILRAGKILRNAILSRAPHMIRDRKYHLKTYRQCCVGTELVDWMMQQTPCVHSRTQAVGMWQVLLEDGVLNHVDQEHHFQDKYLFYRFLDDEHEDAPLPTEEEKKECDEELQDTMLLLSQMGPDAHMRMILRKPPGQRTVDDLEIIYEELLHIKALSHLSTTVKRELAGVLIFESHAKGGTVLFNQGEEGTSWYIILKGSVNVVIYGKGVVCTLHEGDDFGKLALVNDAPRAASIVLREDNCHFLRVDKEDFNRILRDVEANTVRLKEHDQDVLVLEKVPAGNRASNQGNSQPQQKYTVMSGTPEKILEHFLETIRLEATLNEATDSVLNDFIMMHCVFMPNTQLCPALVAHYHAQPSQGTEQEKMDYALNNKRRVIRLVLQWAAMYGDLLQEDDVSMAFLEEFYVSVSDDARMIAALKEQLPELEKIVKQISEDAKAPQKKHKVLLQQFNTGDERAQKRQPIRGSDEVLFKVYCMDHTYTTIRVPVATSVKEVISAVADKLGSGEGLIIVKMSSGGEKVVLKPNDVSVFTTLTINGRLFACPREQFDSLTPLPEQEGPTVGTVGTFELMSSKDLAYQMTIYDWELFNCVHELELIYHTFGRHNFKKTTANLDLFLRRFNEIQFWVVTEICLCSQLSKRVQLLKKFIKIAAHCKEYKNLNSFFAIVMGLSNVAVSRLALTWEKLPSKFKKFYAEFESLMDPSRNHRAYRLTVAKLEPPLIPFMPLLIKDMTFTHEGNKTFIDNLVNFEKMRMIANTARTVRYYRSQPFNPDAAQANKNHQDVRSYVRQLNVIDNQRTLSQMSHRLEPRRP
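In this primary screen, activation is scored as increased exchange of BODIPY-GDP from Rap1B by 100 nM EPAC2, with 50 uM GDP as competitor. Signal is normalized to the 6.5 mM cAMP agonist control.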
ATXN2 expr inh: reduces ATXN2 reporter expression in HEK-293 cells; HEK-293 ATXN2-luciferase reporter, luminescence, 24 h; Potency, µM (top dose mostly 57 µM), for inactives: at the highest dose activity change, negative = inhibition, usual class: inhibitors; actives 0.72% (n = 360,000); AID 1745845; also: potency is read from the fitted curve at half-maximal effect; % is scaled to controls: 0 for no effect and ±100 for the full control effect; nearly all actives have a fitted effect of over 55% in size
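ATXN2-luciferase reporter cells (luciferase flanked by upstream and downstream ATXN2 gene portions) were treated 24 h at 37 °C with compounds at up to 57 uM. SteadyGlo luminescence gave expression; GF-AFC fluorescence gave viability.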
IL2 activator: activates IL-2 in a cell-based reporter assay. activation, % (series mostly up to about 46 µM). IL-2 activation reporter assay, cell-based qHTS; stimulated with anti-CD3/CD4/CD28 beads; in transgenic mouse T cells. AID 652025. actives 0.065% (n = 360,000); in the data active = activation above about 50%; inconclusive = mostly about 30% to 49%; also: 0% is about no effect
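Unstimulated transgenic mouse T cells, 750 per well, received compound and, after 60 minutes, anti-CD3/anti-CD4 bead plus anti-CD28 stimulation. EGFP and DsRed were quantified after 18 hours.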
* marks the source's active call; other numbers are inactive results; i = inactive; u = inconclusive; x = not tested or not shown; [ ] = another dose, or the depositor's remark. Unless noted, calls follow the shape of the dose curve; as a rule, active = well fitted curve in the direction sought with a large enough effect; inconclusive = small, poorly fitted or top-dose-only effect, or another doubt; inactive = no such curve, though single readings can be large; an effect the other way counts as inactive or inconclusive.

(1) COc1ccc2cc(C(=O)C3CCCN(C(=O)c4cc5nc(C)cc(C)n5n4)C3)ccc2c1 (configuration not stated)
(2) CC(=O)N1CCc2cc(S(=O)(=O)NCc3ccc(C)cc3)ccc21
(3) CC1=CCC2C(=O)N(c3ccc(C(=O)N4CCCCCC4)cc3)C(=O)C2C1 (configuration not stated)
(4) O=C(NCCc1cn2ccccc2n1)c1ccccc1F
(5) Cc1ccc(OCC(=O)N(Cc2ccco2)c2c(N)n(Cc3ccccc3)c(=O)[nH]c2=O)cc1C
(6) Cc1c(NS(=O)(=O)c2ccc3c(c2)OCCO3)cccc1-c1nc2cccnc2s1
(7) Cn1c(=O)c(-c2cc(Br)ccc2N)nc2ccccc21
(8) Cc1nn(-c2ccccc2)c(C)c1/C=N/NC(=O)c1cc(C2CC2)[nH]n1
Screen / compound no.	1	2	3	4	5	6	7	8
S2 tox	i	i	i	i	u	i	u	i
A549 tox	-1%	-10%	9%	14%	-2%	-11%	-1%	-9%
Nrf2 inh	1%	u	0%	11%	-14%	21µM*	u	x
HepG2 tox	-7%	-9%	6%	-34%	-22%	-30%	-38%	-2%
TGFb SMAD3 inh	-16%	-19%	10%	-6%	-12%	u	u	10%
Nrf2 ARE act	0.7%	0.1%	-0.5%	0.3%	0.4%	0.0%	18%	0.2%
EPAC2 agonist	-3%	0%	-4%	0%	-4%	16%	9%	-3%
ATXN2 expr inh	-4%	-5%	2%	0%	10%	-16%	41%[activator]	14%
IL2 activator	-0.3	-3.4	-0.8	0.6	0.1	-2.4	-0.4	-2.6

(9) O[C@@H](CNC[C@H](O)c1ccccc1)c1ccccc1
(10) N#CC1=C(N)N(c2ccc(Br)cc2)C2=C(C(=O)CCC2)C1c1cccnc1 (configuration not stated)
(11) O=C(Cc1ccccc1C(=O)O)Nc1cccc2ccccc12
(12) Cn1c(NCc2ccccc2F)nc2cc(-c3ccsc3)sc2c1=O
(13) O=C1c2ccccc2C(O)N1c1ccc(Cl)cc1 (configuration not stated)
(14) Cc1ccc(OCCNC(=O)c2cncc(Br)c2)cc1C
(15) CC(C(=O)O)C1SC(=O)NC1=O (configuration not stated)
(16) CC(=O)[C@H]1[C@@H]2C(=O)N(c3cccc(Cl)c3)C(=O)[C@@H]2[C@H]2c3ccccc3C=CN21
Screen / compound no.	9	10	11	12	13	14	15	16
S2 tox	i	i	x	i	i	i	u	i
A549 tox	-7%	-7%	2%	x	-1%	u	4%	-2%
Nrf2 inh	11%	17%	0%	x	10%	u	7%	x
HepG2 tox	5%	2%	-13%	-29%	-6%	-63%	6%	0%
TGFb SMAD3 inh	-1%	-5%	-1%	u	12%	-17%	u	-4%
Nrf2 ARE act	-0.4%	4.1%	5.7%	u	4.3%	-0.4%	-0.1%	7.4%
EPAC2 agonist	-7%	-3%	10%	22%	3%	-4%	2%	15%
ATXN2 expr inh	-7%	2%	5%	0%	33%	u	-8%	14%
IL2 activator	0.8	-0.4	0.1	1.5	-2.5	-1.0	-0.4	-0.4

(17) COc1ccc(CC(=O)N2CCN(c3cccc(Cl)c3)CC2)cc1OC
(18) Cc1ccccc1OCCOc1ccc([N+](=O)[O-])cc1/C=N/n1cnnc1
(19) C=CC1C(N2CCOCC2)C(C)(C)S1(=O)=O (configuration not stated)
(20) COCCOC(=O)C1=C(C)Nc2nc(C)nn2C1c1ccccc1 (configuration not stated)
(21) CS/C(=C\[N+](=O)[O-])Nc1ccc(OC(F)(F)F)cc1
(22) CC(C)CNC(=O)NC(=O)COC(=O)C1CSC2(c3ccc(F)cc3)CCC(=O)N12 (configuration not stated)
(23) Cc1cccc(OCCC(=O)Nc2nnc(C)s2)c1
(24) COc1cccc(C(O)c2nc(-c3cncnc3)cs2)c1 (configuration not stated)
Screen / compound no.	17	18	19	20	21	22	23	24
S2 tox	i	i	i	i	i	i	i	i
A549 tox	1%	-4%	-2%	x	-3%	4%	-2%	x
Nrf2 inh	u	-30%	0%	-3%	-8%	-1%	-4%	x
HepG2 tox	-1%	9%	-22%	1%	-21%	-18%	5%	12%
TGFb SMAD3 inh	-6%	-12%	-27%	2%	2%	-16%	2%	0%
Nrf2 ARE act	-0.5%	-0.2%	1.5%	0.1%	11%	-0.1%	5.3%	7.5%
EPAC2 agonist	-5%	4%	-12%	13%	3%	3%	1%	-1%
ATXN2 expr inh	-27%	-16%[11.3 µM]	13%	1%	u	-2%	-8%	17%
IL2 activator	-1.4	1.1	4.0	-1.4	0.0	0.5	-2.2	1.4

(25) COc1cccc(CNC(=O)CNS(=O)(=O)c2ccc(Br)s2)c1
(26) COCCNCCCOc1ccc(C(C)(C)c2ccccc2)cc1
(27) COc1ccc(CCNC2CC(=O)N(C)C2=O)cc1OC (configuration not stated)
(28) CSc1nccc(Nc2ccccc2)c1C#N
(29) COc1cc(C2C(C(=O)Nc3ccccc3)=C(C)Nc3nc(SCC(=O)c4ccc(C)cc4)nn32)ccc1O (configuration not stated)
(30) CCOC(=O)CNC=C(C(=O)OCC)C(=O)OCC
(31) CCOC(=O)N1CCc2cc(OC)c(OC)c3c2c1cc1cc(OC)c(OC)cc13
(32) CC1CCc2nc(N)c(C#N)c(-c3ccncc3)c2C1 (configuration not stated)
Screen / compound no.	25	26	27	28	29	30	31	32
S2 tox	i	i	i	i	i	i	u	i
A549 tox	1%	-8%	-7%	-7%	6%	1%	-9%	-1%
Nrf2 inh	u	-1%	10%	x	x	x	u	-2%
HepG2 tox	-3%	-16%	-3%	3%	1%	12%	-43%	1%
TGFb SMAD3 inh	4%	6%	19%	-4%	6%	0%	-15%	1%
Nrf2 ARE act	0.4%	0.0%	-0.8%	-0.4%	-0.4%	-0.2%	8.1%	-0.5%
EPAC2 agonist	14%	2%	-1%	4%	x	7%	5%	2%
ATXN2 expr inh	7%	-10%	-2%	-5%	2%	-6%	19%	8%
IL2 activator	-1.1	1.0	0.2	3.0	x	-0.7	-3.8	-1.6

(33) COc1cc(/C=C(\C#N)c2nc3ccccc3s2)cc([N+](=O)[O-])c1O
(34) O=C(Nc1ccncc1)c1ccccc1Cl
(35) Cc1cnc(C(=O)OCC(=O)N2CCN(C(=O)c3ccco3)CC2)cn1
(36) O=C(Nc1ccc(Cl)c(Cl)c1)Nc1ccc([N+](=O)[O-])cn1
(37) CC(=O)C1C(c2ccc([N+](=O)[O-])cc2)C2C(C)=NN=C2CC1(C)O (configuration not stated)
(38) COc1ccc(CCN2CC(C(=O)NCCN3CCNC3=O)CCC2=O)cc1 (configuration not stated)
(39) Cc1ccc([C@H]2N[C@]3(CCCN(Cc4ccc(F)cc4)C3=O)[C@H]3C(=O)N(C)C(=O)[C@@H]23)cc1
(40) COC(=O)C[C@H]1C=C[C@@H](C(C(=O)OC)C(=O)OC)CN1C(C)=O
Screen / compound no.	33	34	35	36	37	38	39	40
S2 tox	i	i	i	u	i	i	i	i
A549 tox	21µM*	0%	-1%	0%	-1%	2%	x	0%
Nrf2 inh	u	7%	1%	u	5%	22%	x	13%
HepG2 tox	-19%	-50%	9%	2%	-34%	-3%	-51%	-1%
TGFb SMAD3 inh	6%	-20%	u	-3%	6%	4%	u	-14%
Nrf2 ARE act	0.6%	0.7%	0.1%	-0.5%	-0.9%	0.0%	-0.3%	-1.1%
EPAC2 agonist	13%	8%	-2%	7%	4%	6%	11%	2%
ATXN2 expr inh	24%[11.3 µM]	x	3%	x	-7%	5%	1%	-15%
IL2 activator	-0.1	0.4	1.0	-0.9	-0.3	-1.9	-4.1	0.0

(41) O=C(NCc1ccccc1)C(c1ccccc1)N(C(=O)c1csnn1)c1ccccc1 (configuration not stated)
(42) CC(=O)Nc1ccc(S(=O)(=O)NC(C)C(=O)NCC(c2ccco2)N2CCCCC2)cc1 (configuration not stated)
(43) COc1ccccc1-n1c(-c2cc(-c3ccco3)[nH]n2)n[nH]c1=S
(44) O=C(Cn1nnc(-c2ccccc2)n1)OCc1ccccc1
(45) CCOc1ccc(C(=O)Nc2cccc3cccnc23)cc1
(46) COc1ccccc1NS(=O)(=O)c1cc(NC(=O)c2ccncc2)ccc1N1CCOCC1
(47) CCC(C)S(=O)(=O)c1snnc1C (configuration not stated)
(48) Cc1sc2nc(CSc3nc4ccccc4c(=O)n3CCCN3CCOCC3)[nH]c(=O)c2c1C
Screen / compound no.	41	42	43	44	45	46	47	48
S2 tox	i	x	i	i	i	i	i	u
A549 tox	1%	-4%	0%	-1%	-4%	-6%	-3%	-4%
Nrf2 inh	2%	1%	14%	-8%	20%	u	-1%	-25%
HepG2 tox	-7%	-16%	23%	-83%	-25%	8%	4%	-21%
TGFb SMAD3 inh	-4%	0%	-1%	-11%	3%	-13%	2%	16%
Nrf2 ARE act	3.2%	-0.6%	4.7%	0.2%	5.8%	1.4%	-0.2%	-0.8%
EPAC2 agonist	17%	1%	2%	12%	0%	6%	4%	7%
ATXN2 expr inh	-2%	x	x	6%	25%	4%	4%	-23%
IL2 activator	0.0	0.3	0.2	1.9	-0.4	-1.4	2.4	2.4

Reformatted: 3 of the compounds above
| No. | Molecule | S2 tox | A549 tox | Nrf2 inh | HepG2 tox | TGFb SMAD3 inh | Nrf2 ARE act | EPAC2 agonist | ATXN2 expr inh | IL2 activator |
| --- | --- | --- | --- | --- | --- | --- | --- | --- | --- | --- |
| 46 | COc1ccccc1NS(=O)(=O)c1cc(NC(=O)c2ccncc2)ccc1N1CCOCC1 | i | -6% | u | 8% | -13% | 1.4% | 6% | 4% | -1.4 |
| 47 | CCC(C)S(=O)(=O)c1snnc1C (configuration not stated) | i | -3% | -1% | 4% | 2% | -0.2% | 4% | 4% | 2.4 |
| 48 | Cc1sc2nc(CSc3nc4ccccc4c(=O)n3CCCN3CCOCC3)[nH]c(=O)c2c1C | u | -4% | -25% | -21% | 16% | -0.8% | 7% | -23% | 2.4 |
